# Bim-Mcl-1: inhibitors of Bim peptide binding to Mcl-1, primary screen, biochemical, bead-based flow cytometry, multiplex; Induced myeloid leukemia cell differentiation protein Mcl-1 (Homo sapiens), Q07820; Bim peptide-Mcl-1 binding; inhibition, % at 10 µM; 190,000 compounds, 0.1% hits; in the data active = inhibition above about 40%;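 note: 0% = no compound tracer wells and 100% = peptide blocker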
# Target sequence (Q07820 whole entry, looked up): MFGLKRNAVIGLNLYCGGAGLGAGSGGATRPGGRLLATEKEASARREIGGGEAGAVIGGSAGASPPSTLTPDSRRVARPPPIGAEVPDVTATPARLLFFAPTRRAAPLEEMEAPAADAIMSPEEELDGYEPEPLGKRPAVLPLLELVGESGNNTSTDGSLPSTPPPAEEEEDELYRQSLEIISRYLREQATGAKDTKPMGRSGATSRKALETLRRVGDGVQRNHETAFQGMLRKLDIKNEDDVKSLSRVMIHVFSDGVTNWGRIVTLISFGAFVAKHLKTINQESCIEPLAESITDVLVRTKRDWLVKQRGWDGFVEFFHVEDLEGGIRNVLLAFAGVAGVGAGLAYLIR
# Mcl1-Bid inh: Mcl-1/Bid binding inhibitors, primary screen, biochemical, TR-FRET, 1536-well. Induced myeloid leukemia cell differentiation protein Mcl-1 (Homo sapiens), Q07820. TR-FRET Mcl-1/Bid-Dy647 peptide binding. inhibition, % at 21.7 µM. 220,000 compounds, 0.97% hits. AID 1021, 2008;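 active = compounds that cut the binding signal by more than half at the single screening dose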;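 note: His-tagged Mcl-1 with europium anti-His antibody binding Bid BH3 peptide; 0% = Mcl-1 plus peptide wells and 100% = peptide-only wells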
# Avidin bead fluor: green autofluorescence of compounds with avidin beads – biophysical, 488/530 nm, flow cytometry, artefact control, profiling panel | compound fluorescence 488/530 nm; hits give high values | fluorescence (KMESF) at 10 µM | 220,000 compounds, 0.38% hits | AID 1775, 2009; in the data active = fluorescence above about 47; note: inactives centre near 10
# Pf gamet viab: late stage P. falciparum gametocyte viability inhibitors, primary screen, ATP luminescence, HTS. inhibition, % at 10.9 µM. AID 743093, 2013. 150,000 compounds, 0.065% hits. P. falciparum stage V gametocytes, 24 h;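 active = inhibition above the mean plus 3 SD of compounds within the control limits, set per campaign, cut at about 38% in these data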;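 note: 0% = DMSO wells and 100% = medium only without gametocytes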
# RGS4-Gao reg: modulators of RGS4 binding to Galphao, primary screen, biochemical, multiplexed bead flow cytometry; Guanine nucleotide-binding protein G(o) subunit alpha (Homo sapiens), P09471; actives lie on both sides; binding response (% of control), % at 10 µM; 220,000 compounds, 0.33% hits; in the data active = binding response below about 49% or above about 150%; inactive = in between;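 note: fluorescent Galphao activated with aluminum fluoride binding bead-coupled RGS4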
# Target sequence (P09471 whole entry, looked up): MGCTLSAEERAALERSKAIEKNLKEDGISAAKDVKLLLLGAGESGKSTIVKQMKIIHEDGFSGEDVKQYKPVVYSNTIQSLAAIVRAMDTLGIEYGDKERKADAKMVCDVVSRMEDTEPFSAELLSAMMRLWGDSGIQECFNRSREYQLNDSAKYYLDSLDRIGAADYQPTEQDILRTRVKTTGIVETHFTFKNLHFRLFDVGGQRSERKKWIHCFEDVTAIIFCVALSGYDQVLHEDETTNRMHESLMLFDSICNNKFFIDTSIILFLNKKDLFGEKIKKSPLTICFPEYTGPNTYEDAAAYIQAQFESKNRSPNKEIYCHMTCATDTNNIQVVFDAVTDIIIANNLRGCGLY
# ABCB1 block: ABCB1 efflux pump inhibitors, primary screen, cell-based, multiplex, flow cytometry, ABCG2 counter-screen. CCRF-Adr cells, JC-1 efflux. inhibition, % at 6.6 µM. 190,000 compounds, 0.067% hits; in the data active = inhibition above about 40%;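 note: 0% = vehicle and 100% = reference inhibitor; higher value means more JC-1 retained so stronger ABCB1 efflux block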
# RGS8-Gao: RGS8-Galphao binding modulators, primary screen, biochemical, multiplexed bead flow cytometry | actives lie on both sides | AID 1423, 2008 | response (percent of control binding), % at 10 µM | 220,000 compounds, 0.34% hits | Guanine nucleotide-binding protein G(o) subunit alpha (Homo sapiens), P09471; in the data active = response below about 60% or above about 140%; inactive = in between;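 note: Galphao activated as the GDP aluminium fluoride complex binding bead-coupled RGS8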
# RGS7-Gao: RGS7-Galphao binding modulators, primary screen, biochemical, multiplexed bead flow cytometry | 220,000 compounds, 0.35% hits | AID 1439, 2008 | Guanine nucleotide-binding protein G(o) subunit alpha (Homo sapiens), P09471 | binding response (% of control), % at 10 µM | actives lie on both sides; in the data active = binding response below about 49% or above about 150%; inconclusive = no clear call, values can overlap the other calls; inactive = in between;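 note: fluorescent Galphao held in activated GDP-AlF4 state binding bead-coupled RGS7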
# GSH bead fluor: compound fluorescence on glutathione beads, profiling panel, artefact control, biophysical, 488/530 nm, flow cytometry | fluorescence (KMESF) at 10 µM | 190,000 compounds, 0.25% hits | AID 1776, 2009 | GSH beads flow cytometry, compound fluorescence 488/530 nm; hits give high values; in the data active = fluorescence above about 89;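 note: glutathione beads carrying GST-tagged Bcl family fusion proteins plus one bare bead set; values are compound well signal with DMSO vehicle wells as background; inactives centre near 16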
# Mcl1 Noxa PPI: Mcl-1/Noxa binding inhibitors, primary screen, biochemical, TR-FRET, 1536-well. Induced myeloid leukemia cell differentiation protein Mcl-1 (Homo sapiens), Q07820. TR-FRET Mcl-1/Noxa peptide binding, 2 h. inhibition, % at 21.7 µM. 220,000 compounds, 1.5% hits. AID 1022, 2008;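 active = compounds that cut the protein-peptide binding signal by more than 50% relative to plate controls in a single-dose test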;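 note: His-tagged Mcl-1 with rhodamine Noxa BH3 peptide and terbium anti-His antibody; 0% = Mcl-1 plus Noxa peptide wells and 100% = peptide-only wells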
# ABCG2 block: ABCG2 efflux pump inhibitors, primary screen, multiplex with ABCB1, IgMXP3 cells, flow cytometry. AID 1325, 2008. inhibition, % at 6.6 µM. JC-1 efflux. Broad substrate specificity ATP-binding cassette transporter ABCG2 (Homo sapiens), Q9UNQ0. 190,000 compounds, 0.1% hits;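 active = inhibition above 80%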;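 note: 0% = DMSO and 100% = nicardipine control wells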
#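 Test system: IgMXP3 (ABCG2) plus far-red-tagged CCRF-Adr (ABCB1) cells. Reagent: JC-1 dye as substrate. Timing: 10 min exposure at 25 °C with rotation, no wash. Measured by: flow cytometric JC-1 green MFI at 530 nm. Read-out: percent efflux inhibition, scaled nicardipine 100% to DMSO 0%. Control set: nicardipine and DMSO wells.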
# An asterisk follows results filed as active; ? = inconclusive; nt = not tested or not shown.
SMILES,Bim-Mcl-1,Mcl1-Bid inh,Avidin bead fluor,Pf gamet viab,RGS4-Gao reg,ABCB1 block,RGS8-Gao,RGS7-Gao,GSH bead fluor,Mcl1 Noxa PPI,ABCG2 block
COc1cccc(OCC(=O)NNC(=O)CCc2ccccc2)c1,-2,-13,10,4,100,0.3,102,102,16,-10,1
Cc1ccc2nsnc2c1S(=O)(=O)N1CCCC1C(=O)O (stereo not given),0,-14,6,-8,99,0.3,97,94,21,-5,0
O=C(/C=C/c1cccc([N+](=O)[O-])c1)N1CCN(S(=O)(=O)c2cccs2)CC1,4,-25,8,2,101,1.2,100,100,13,13,19
COC(=O)/C(=C\C(=O)c1ccccc1)Nc1cccc(C(F)(F)F)c1,-4,-31,20,-5,96,0.1,98,95,12,19,1
Cc1cccc(C)c1NC1=NC(=S)N(c2ccccc2)C12CCOC(C)(C)C2 (stereo not given),-2,-77,16,nt,98,1.6,104,100,10,8,3
COc1cc(C(=O)Nc2sc3c(c2C#N)CCN(C(C)=O)C3)cc(OC)c1OC,-6,-16,6,nt,100,-0.1,97,96,27,17,-1
COc1ccc(CCNC(=O)c2cc3c(=O)n(C)c4ccccc4c3n2C)cc1OC,nt,-10,8,0,100,nt,101,?,nt,14,nt
COc1ccc(OC)c(S(=O)(=O)Nc2ccc3oc4c(c3c2)C(=O)CCC4)c1,0,-8,12,-2,93,0.9,101,95,49,1,5
O=C(O)c1ccccc1NCc1ccncc1,0,-15,21,nt,100,0.8,101,101,23,-3,3
O=C(Nc1nnc(/C=C/c2ccccc2)s1)c1ccco1,nt,-11,20,14,118,nt,105,?,nt,-5,nt
CCC(C)c1ccc(C2C3=C(Nc4nc(N)[nH]c(=O)c42)c2ccccc2C3=O)cc1 (stereo not given),nt,-4,3,12,99,nt,100,?,nt,26,nt
CCCn1c(=O)[nH]c(=O)c2c1nc(-c1ccccc1)n2CCN1CCOCC1,2,-50,5,nt,97,0.2,98,96,18,7,0
Cc1oc(-c2ccccc2Cl)[n+]([O-])c1C,-3,25,5,16,90,-0.5,92,86,32,18,-1
S=C1NCN(Cc2ccco2)CN1CCc1ccccc1,nt,-30,5,11,106,nt,105,?,nt,4,nt
CC(=O)c1c(C)oc2ccc(N(C(=O)c3ccncc3)S(=O)(=O)c3ccccc3)cc12,0,-1,11,-11,100,3.8,99,?,13,0,4
COc1ccc(/C=C/C(=O)OCC(=O)Nc2cccc(Oc3ccccc3)c2)c(OC)c1,-2,3,6,nt,95,1.6,98,95,13,10,15
CC(=O)c1cccc(NC(=O)Nc2ccc(C(=O)N3CCOCC3)cc2)c1,1,6,7,nt,106,1.9,104,101,17,5,0
Cc1ccc(CNC(=O)Cc2ccc(-n3cccc3)cc2)cc1,-2,-13,2,nt,102,-0.2,102,102,6,16,-2
Cc1oc(-c2ccccc2Cl)nc1CN1CCCCC1CO (stereo not given),-2,-35,12,8,99,0.0,103,102,13,0,0
CCn1c(=O)cc(OCC(=O)O)c2ccccc21,-3,0,13,nt,103,-0.7,101,102,34,27,2
Cc1ccc(N2C(=O)c3n[nH]c(C)c3C2c2ccccn2)cc1 (stereo not given),1,-18,8,-6,98,0.1,99,101,4,3,0
CS(=O)(=O)N(Cc1ccco1)CC(O)Cn1c2ccccc2c2ccccc21 (stereo not given),4,11,4,-17,74,-0.1,87,79,32,0,5
O=C(NCCN1CCOCC1)C(=O)NCC1OCCN1C(=O)c1ccc(Cl)cc1 (stereo not given),0,3,nt,nt,nt,3.3,nt,nt,18,7,9
O=C(CC1SCCNC1=O)Nc1cccc([N+](=O)[O-])c1 (stereo not given),nt,-30,4,5,99,nt,101,?,nt,12,nt
Cc1c(NS(=O)(=O)c2ccc(N3CCCCC3)c([N+](=O)[O-])c2)c(=O)n(-c2ccccc2)n1C,-3,-4,0,-27,87,0.2,95,95,6,8,0
CC(C)CC(=O)NC(=S)Nc1cccc(NC(=O)c2ccccc2Cl)c1,2,-17,10,nt,104,0.6,104,108,9,-6,3
CCNc1nc(NCC)n2c(SCc3nc4ccccc4c(=O)[nH]3)nnc2n1,2,-6,25,nt,106,1.2,104,104,23,-7,11
FC(F)(F)c1nnc2ccc(N3CCOCC3)nn12,0,-24,11,nt,103,0.4,103,104,12,0,20
C=C(C)CN1C(=O)C(=O)N(CC(=C)C)C1=O,nt,-11,7,-4,101,nt,102,?,nt,-13,nt
Fc1ccc(-c2csc(N3CCOCC3)n2)cc1,nt,-14,8,11,106,nt,102,?,nt,3,nt
CCC(=O)Nc1cccc(C(=O)OCC(=O)c2ccccc2Cl)c1,0,-3,10,nt,101,0.8,104,108,16,4,6
O=C(NC1CCS(=O)(=O)C1)c1cnccn1 (stereo not given),3,-28,9,nt,96,0.2,99,101,10,5,1
CCCOc1ccc(C(=O)ON=C2CCN(C)CC2)cc1,-4,-9,8,3,100,0.2,101,99,12,14,11
COc1cnc(-c2ccccc2)nc1OC,-3,-4,9,-4,121,1.4,118,?,11,11,4
Cc1ccccc1-c1nc(CS(=O)(=O)CC(=O)N2CCc3ccccc3C2)c(C)o1,-1,-15,5,nt,105,-0.2,108,104,19,25,0
O=C(N/C(=C/c1cccnc1)C(=O)N1CCOCC1)c1ccccc1Br,-3,-22,11,-13,100,-0.5,102,102,19,5,-5
Cc1ccc(S(=O)(=O)C(C)C(=O)NCCS(=O)(=O)c2ccc(Cl)cc2)cc1 (stereo not given),-1,-19,10,5,101,0.2,100,99,19,2,1
COC(=O)/C(=C/c1ccco1)NC(=O)c1ccco1,-2,-46,6,-2,84,-0.6,83,83,2,-22,-7
CCOc1ccc(NC(=S)N2CCCN(Cc3cc(C)ccc3C)C2)cc1,-6,-36,10,-32,105,1.9,102,102,9,-2,14
Cc1ccc(-n2c(C)cc(/C=C(\C#N)C(=O)NCC3CCCO3)c2C)cc1 (stereo not given),0,-36,7,nt,90,1.5,95,91,28,-10,16
COC(=O)C1=C(C)N(CCCC(=O)O)C(=O)NC1c1ccc(-c2ccccc2)cc1 (stereo not given),-2,1,11,-1,100,0.2,100,102,18,0,-1
O=C(CCS(=O)(=O)c1ccccc1)Nc1ccc(N2CCOCC2)cc1,3,-33,7,-9,90,-0.1,97,86,17,21,0
COC(=O)c1sc(NC(=O)c2cccc([N+](=O)[O-])c2)c(C(N)=O)c1C,-5,4,3,nt,103,1.9,101,112,7,18,34
O=C(NCc1ccc2c(c1)OCO2)C1CCCN(S(=O)(=O)c2cccs2)C1 (stereo not given),-1,-12,6,nt,102,0.4,101,102,19,12,0
Cc1ccc(C(NC(=O)/C=C\c2ccc3c(c2)OCO3)C(=O)Nc2ccc3c(c2)OCO3)cc1 (stereo not given),0,-5,11,nt,99,0.1,102,98,14,0,2
Cc1csc2c(N(C)CCO)ncnc12,nt,-6,8,-33,104,nt,98,?,nt,8,nt
O=C(Nc1ccc(-c2csc(Nc3ccccc3)n2)cc1)c1cccc(C(F)(F)F)c1,nt,-101,9,-24,115,nt,108,?,nt,5,nt
CSCC(=O)N1CCCC(CO)(Cc2ccccc2C)C1 (stereo not given),1,-29,10,-9,105,0.2,106,108,17,14,0
Cc1cccc(NC(=S)NC2CCN(Cc3ccccc3)CC2)c1C,-9,20,8,11,103,0.4,113,102,12,-22,3
CCOC(=O)c1ccc(S(=O)(=O)N2CCN(CCC#N)CC2)cc1,1,-25,6,nt,98,0.0,101,97,26,-9,0
O=C(CSc1nccn1-c1ccc(Cl)cc1)NCc1ccc2c(c1)OCO2,-4,-13,4,nt,102,0.2,107,98,14,-9,1
O=P(OC1CCCCC1)(OC1CCCCC1)C(O)c1cccnc1 (stereo not given),nt,-1,7,6,110,nt,103,?,nt,10,nt
NNC(=O)c1cc2c(N3CCC(Cc4ccccc4)CC3)ncnc2s1,-5,-22,23,20,101,0.2,104,98,22,22,1
CCCOC(=O)c1ccc(-n2nnnc2SCC(=O)N2CCCCC2)cc1,-3,-22,25,22,106,1.2,104,110,22,5,22
Cc1cccc(C(=O)Nc2ccccc2-c2nnn(CC(=O)Nc3ccc4c(c3)OCCO4)n2)c1,-2,-32,13,0,101,-0.1,105,98,11,0,-1
CC(C)(C)OC(=O)NCCCCCNC(=O)c1[nH]cnc1C(=O)N[C@@H](Cc1ccccc1)C(=O)OCc1ccccc1,-2,-29,5,-23,103,3.2,105,105,18,-71,23
CSc1nc(C)cc(SCC(=O)Nc2ccccc2)n1,1,7,28,nt,99,2.0,102,101,18,-4,10
CCSc1nnc(NC(=O)c2csc(C)c2)s1,-3,-7,10,nt,96,0.1,93,97,28,8,2
Nc1cc(-c2ccc(Br)cc2)[nH]n1,-4,-6,3,9,96,1.8,84,95,24,19,19
COc1ccc(C2CCCN2C(=O)c2cccs2)cc1 (stereo not given),-4,-10,12,nt,101,0.1,98,101,29,-6,6

# Next entries follow:
SMILES,Bim-Mcl-1,Mcl1-Bid inh,Avidin bead fluor,Pf gamet viab,RGS4-Gao reg,ABCB1 block,RGS8-Gao,RGS7-Gao,GSH bead fluor,Mcl1 Noxa PPI,ABCG2 block
COc1ccc(Cc2c(O)nc(SCC(=O)N3CCCCCC3)[nH]c2=O)cc1,0,-5,21,nt,100,0.6,100,100,14,-5,2
O=C(O)c1ccc(/C=N/NC(=S)NCc2ccccc2)cc1,0,-28,12,-3,97,-0.1,99,?,13,4,-1
C=CCOC(=O)C(C#N)c1nc2ccccc2nc1N1CCCC1 (stereo not given),-2,-3,10,-44,100,1.4,101,102,15,16,6
COc1ccc(-c2onc3ccc(Br)cc23)cc1,-1,-20,15,-43,101,-1.1,100,100,15,10,-7
COc1cccc(C(=O)N2CCN(Cc3cccc(F)c3)CC2)c1,-3,40,12,-20,103,0.8,105,97,33,35,2

# Compound activity as filed in PubChem.
